Wnt bcat act: Wnt/beta-catenin pathway activators, primary screen, cell-based, plate reader, single point; Wnt/beta-catenin reporter cell assay, activator; activation, % at 9.35 µM; actives 1.2% (n = 300,000); in the data active = activation above about 30%, passing the limit was not always enough;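 also: 0% = neutral control wells and 100% = positive control wells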
SR-BI DiI-HDL act: activators of SR-BI mediated DiI-HDL uptake, primary screen, ldlA[mSR-BI] CHO cells, DiI fluorescence | actives 0.096% (n = 320,000) | 3 h; 100 = double the neutral-control signal | activation, % at 12.5 µM;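 active = mean replicate activation of at least 60% and every replicate at or above 60%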;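 also: 0% = median plate neutral-control signal and 100% = twice that signal; values of inactives mirror those of a sister screen read the other way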
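material = CHO ldlA[mSR-BI] cells | medium = Ham's F12 with 0.5% BSA, HEPES 25 mM, pH 7.4 | reagent = fluorescent DiI-HDL, 10 µg/mL final | compound dosing = single-point compound dose | incubation = 3 h, 37 °C | measured by = bottom-read fluorescence, 550/595 nm | measure = HDL uptake via cellular fluorescence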
SR-BI DiI inh: inhibitors of SR-BI mediated HDL lipid uptake, primary screen, ldlA[mSR-BI] cells, fluorescence, single point; Scavenger receptor class B member 1 (Mus musculus), Q61009; inhibition, % at 12.5 µM; ldlA[mSR-BI] CHO cells, DiI-HDL uptake fluorescence, 3 h; actives 0.96% (n = 320,000); AID 488896, 2010;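 active = mean replicate inhibition of at least 70% and a set share of replicates each scoring 70 or more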;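 also: 0% = median of neutral control wells and 100% = median of positive control wells; values of inactives mirror those of a sister screen read the other way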
Target sequence (Q61009 whole entry, looked up): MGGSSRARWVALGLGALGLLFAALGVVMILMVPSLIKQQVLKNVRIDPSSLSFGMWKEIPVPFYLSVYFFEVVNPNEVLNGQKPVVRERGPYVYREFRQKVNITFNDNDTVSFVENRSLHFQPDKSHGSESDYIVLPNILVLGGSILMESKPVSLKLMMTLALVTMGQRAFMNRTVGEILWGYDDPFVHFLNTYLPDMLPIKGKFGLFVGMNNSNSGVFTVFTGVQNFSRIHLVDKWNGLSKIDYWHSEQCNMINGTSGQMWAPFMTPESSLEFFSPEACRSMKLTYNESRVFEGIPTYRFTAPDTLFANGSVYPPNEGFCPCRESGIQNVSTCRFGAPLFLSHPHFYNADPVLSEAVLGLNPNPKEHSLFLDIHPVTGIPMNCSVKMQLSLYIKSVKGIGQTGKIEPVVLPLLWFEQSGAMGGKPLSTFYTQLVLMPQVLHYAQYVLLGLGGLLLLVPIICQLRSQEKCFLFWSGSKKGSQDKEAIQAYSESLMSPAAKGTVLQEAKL
Tat transport: E. coli Tat export inhibitors, primary screen, MC4100, TorA-mCherry reporter, fluorescence, single point; inhibition, % at 10 µM; actives 0.036% (n = 340,000); AID 488895, 2010;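 active = mean replicate inhibition at least 50% and at least half of replicates individually reaching 50%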;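 also: exported cargo escapes ClpAP degradation while cytoplasmic cargo is degraded and loses fluorescence; 0% = median of neutral control wells and 100% = median of NaSCN control wells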
CAL PDZ FP-1: CAL PDZ peptide-binding inhibitors, primary screen, biochemical, fluorescence polarization, Cer-tagged CAL PDZ, HTS; Golgi-associated PDZ and coiled-coil motif-containing protein (Homo sapiens), Q9HD26; purified CAL PDZ, TMR-peptide fluorescence polarization, 1 h; inhibition, % at 20 µM; actives 0.02% (n = 330,000); AID 504414, 2011;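 active = highest replicate inhibition of at least 40%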;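 also: plate controls were DMSO neutral control wells for no effect and unlabeled competitor peptide control wells for full effect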
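Control set: unlabelled peptide and DMSO controls / Material: purified CerCALP PDZ construct / Timing: 1 h incubation at room temperature before polarization reading / Doses: 20 µM, one dose / Detection: fluorescence polarization (mP)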
CAL PDZ FP-2: untagged CAL PDZ binding inhibitors, primary screen, biochemical, fluorescence polarization, HTS | Golgi-associated PDZ and coiled-coil motif-containing protein (Homo sapiens), Q9HD26 | purified CAL PDZ, TMR-peptide fluorescence polarization, 1 h | inhibition, % at 24.9 µM | actives 0.92% (n = 300,000) | AID 602252, 2012;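 active = mean inhibition of at least 30% with at least half of replicates also reaching 30%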;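 also: 0% = DMSO neutral control and 100% = excess unlabeled competitor peptide PRC23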
AddAB inh: growth inhibition of E. coli expressing H. pylori AddAB, primary screen, AddAB inhibitor project, absorbance; actives 0.29% (n = 330,000); inhibition, % at 11.9 µM; in the data active = inhibition above about 12%;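 also: 0% = vehicle wells of infected cells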
MITF TRPM1 HTS: activators of MITF-driven TRPM1 promoter reporter, primary screen, cell-based, SK-MEL-5, luciferase, single point. activation, % at 12.5 µM. SK-MEL-5 TRPM1-promoter luciferase, 24 h; % of positive control, neutral wells = 0. AID 588334, 2011. actives 0.75% (n = 300,000);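 active = mean activation of at least 80% with every replicate also reaching 80%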;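 also: 0% = neutral control wells and 100% = parthenolide positive control wells; values of inactives mirror those of a sister screen read the other way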
E coli growth: E. coli V3065 growth inhibition, primary screen, counter-screen for AddAB inhibitor project, absorbance, OD600 | AID 449728, 2010 | actives 0.27% (n = 330,000) | inhibition, % at 11.9 µM | 18 h;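 active = inhibition above the campaign's mean inhibition across all tested compounds plus 3 SD, cut at about 9.9% in these data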;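 also: uninfected addAB+ strain grown without phage in ampicillin broth; 0% = DMSO wells and 100% = ciprofloxacin 0.95 µg/ml wells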
phage Ecoli inh: growth loss of phage-infected E. coli, primary screen, RecBCD inhibitor project, absorbance, with phage, HTS. actives 0.26% (n = 360,000). AID 651602, 2012. inhibition, % at 11.9 µM; in the data active = inhibition above about 11%
* marks the source's active call; other numbers are inactive results; . = no result given.

molecule,E coli growth,SR-BI DiI-HDL act,Tat transport,CAL PDZ FP-1,MITF TRPM1 HTS,AddAB inh,phage Ecoli inh,SR-BI DiI inh,CAL PDZ FP-2,Wnt bcat act
O=[N+]([O-])c1ccc2[nH]c3c(c2c1)CCCC3O (centres undefined),-1.1,-18.5,2.1,0.0,-24.5,1.9,4.9,18.5,2.9,-1.1
O=c1[nH]nc(-c2ccccc2)c2ccccc12,1.5,13.5,7.5,-3.7,0.3,2.0,0.8,-13.5,-1.8,1.1
OCCCn1c(CCCNc2nc(-c3cccc(Br)c3)cs2)nc2cc(Cl)c(N3CCCCC3)cc21,1.5,-45.8,-3.5,0.2,2.2,4.4,0.3,45.8,2.1,-7.4
CCOc1c(CNCCN2CCOCC2)cccc1OC,-3.2,-21.6,-2.5,-1.0,-6.4,-0.6,2.0,21.6,.,.
Cc1ccc(CNC(=O)[C@H](C)NC(=O)C2CCN(C(=O)[C@@H](N)CC(C)C)CC2)cc1,-0.3,-1.5,-5.2,-0.8,.,2.4,4.6,1.5,1.2,-1.0
CCOC(=O)Cc1csc(NC(NC(=O)OCC)(C(F)(F)F)C(F)(F)F)n1,-1.7,6.5,3.4,.,3.7,2.0,-0.5,-6.5,-2.2,.
O=C(Nc1ccc(Br)cc1F)c1ccncc1,-0.2,7.7,2.4,-0.8,17.6,-1.7,2.5,-7.7,-2.4,.
O=C(NCc1ccc(C(F)(F)F)cc1)C1CC(c2cccc(F)c2)=NO1 (centres undefined),0.8,16.6,-8.5,0.3,0.6,3.3,2.9,-16.6,0.2,0.1
COc1cccc(NC(=O)CN(C)C(=O)CSc2ccc3c(c2)OCCO3)c1,0.5,5.9,-5.0,-0.9,0.8,2.2,-0.1,-5.9,-2.1,4.9
Cc1ccc(CNS(=O)(=O)c2ccc(CN3C(=O)c4cccnc4C3=O)s2)o1,-2.6,-11.1,-7.5,-2.7,1.3,-2.7,1.2,11.1,-6.0,-1.1
COc1nc(Oc2ccc(C(=O)O)cc2)nc(Oc2ccc(C(=O)O)cc2)n1,1.4,32.0,5.4,-0.8,1.9,-1.6,2.6,-32.0,.,.
COCCN1C=C2C(=O)C(C)(OC(=O)CCC(=O)OC)C(=O)C(Br)=C2C=C1c1ccc(OC)cc1 (centres undefined),-0.8,-1.7,-8.9,1.3,5.1,3.4,.,1.7,-3.0,.
O=C(Cc1c[nH]c2ccccc12)N/N=C/c1cccc(F)c1,4.2,-3.5,-5.6,-3.4,9.1,8.4,6.7,3.5,-1.9,-2.2
NNC(=O)/C=C/c1ccc(Cl)cc1Cl,-1.6,-0.9,4.8,-2.4,5.9,2.2,3.9,0.9,0.1,3.1
O=C(CSc1nc2ccccc2nc1N1CCOCC1)Nc1ccccc1F,2.3,-11.8,-2.8,-0.7,.,3.0,2.5,11.8,-4.0,5.1

Not a retest: entries from further up.
molecule,E coli growth,SR-BI DiI-HDL act,Tat transport,CAL PDZ FP-1,MITF TRPM1 HTS,AddAB inh,phage Ecoli inh,SR-BI DiI inh,CAL PDZ FP-2,Wnt bcat act
NNC(=O)/C=C/c1ccc(Cl)cc1Cl,-1.6,-0.9,4.8,-2.4,5.9,2.2,3.9,0.9,0.1,3.1
O=C(CSc1nc2ccccc2nc1N1CCOCC1)Nc1ccccc1F,2.3,-11.8,-2.8,-0.7,.,3.0,2.5,11.8,-4.0,5.1

Additional structures:
molecule,E coli growth,SR-BI DiI-HDL act,Tat transport,CAL PDZ FP-1,MITF TRPM1 HTS,AddAB inh,phage Ecoli inh,SR-BI DiI inh,CAL PDZ FP-2,Wnt bcat act
CC(Sc1nnc(N)s1)C(=O)NC1CCCCC1C (centres undefined),0.3,-7.7,-5.1,-3.4,2.3,1.3,0.8,7.7,-0.7,3.8
COc1ccc(C2Nc3ccccc3C(=O)N2c2ccccc2)cc1CSc1ccccn1 (centres undefined),-1.0,-17.4,7.1,-1.8,40.0,0.5,1.4,17.4,3.8,2.3
CCOC1OC(=O)C(Cl)=C1Nc1cc(C)ccc1C (centres undefined),1.1,3.4,-1.5,-0.1,19.1,2.4,3.2,-3.4,0.1,-10.0
COc1cccc(NC(=S)N2CCn3cccc3C2c2cccnc2)c1 (centres undefined),-1.1,-5.1,0.8,0.4,-3.3,2.1,0.8,5.1,6.1,1.2
COC(=O)c1ccccc1NC(=S)NC(=O)c1ccc2ccccc2c1,0.9,-6.1,-3.6,-3.6,4.7,1.1,1.5,6.1,-0.7,-1.0
N#CCCN(C(=O)COC(=O)CCc1ccccc1)c1ccccc1,0.8,14.2,-3.0,-1.0,-4.4,2.9,2.3,-14.2,-2.4,-4.1
CC(C)CCN(C(=O)CNC(=O)c1cccs1)C(C(=O)NC1CCCC1)c1ccncc1 (centres undefined),-1.3,6.7,0.1,-0.3,.,0.9,1.7,-6.7,.,-1.1
COc1ccc([C@H]2CC(=O)C=C(c3ccc(Cl)c(Cl)c3)C2)cc1,-1.2,0.3,-4.6,-1.3,.,-1.3,2.4,-0.3,-2.5,-1.2
CC(C)(C)c1cc(NC(=O)C2CCCO2)no1 (centres undefined),-1.1,21.4,2.8,0.2,52.8,-0.8,3.1,-21.4,1.7,9.2
Cc1ccc(S(=O)(=O)NCC(=O)OCC(=O)NCCc2ccccc2)cc1,5.7,-3.4,-4.4,-1.3,-2.4,1.8,0.5,3.4,-3.1,0.5
COc1cccc(NC(=O)CN(C)C(=O)c2ccc(NS(=O)(=O)c3ccc(F)cc3)cc2)c1,-2.8,3.4,0.0,0.2,20.2,-0.4,0.6,-3.4,-2.3,8.5
CCCC(NC(=O)CNC(=O)C(C)(C)C)C(=O)O (centres undefined),0.5,23.5,-0.5,-2.5,.,-1.7,3.1,-23.5,-1.1,-5.0
Cc1cc(NC(=O)CCSc2ccccc2)ccc1Br,-3.4,11.0,8.3,-1.2,61.9,3.5,3.8,-11.0,-2.3,.
O=C(CCC(=O)N(CC(=O)NC1CCCCC1)Cc1cccs1)Nc1nccs1,0.3,-8.7,5.2,0.2,-3.6,-0.3,0.2,8.7,3.6,1.0
CCOC(=O)CSc1cc(CS(=O)(=O)c2ccccc2)nc(-c2ccccc2)n1,-0.5,-11.1,7.7,-1.3,-8.3,1.8,2.4,11.1,.,.

Further records
molecule,E coli growth,SR-BI DiI-HDL act,Tat transport,CAL PDZ FP-1,MITF TRPM1 HTS,AddAB inh,phage Ecoli inh,SR-BI DiI inh,CAL PDZ FP-2,Wnt bcat act
COCc1cc(C)nc(SCC(=O)Nc2cc3c(cc2C#N)OCO3)c1C#N,-0.3,-3.8,-3.0,.,-4.3,0.8,1.4,3.8,-2.4,.
CCn1ncc(Cl)c1C(=O)Nc1ccncc1,0.0,-9.4,-2.1,-0.2,-9.4,3.0,0.6,9.4,1.4,.
O=C(O)c1ccc(/C=N/Nc2ncc(Cl)cc2Cl)cc1,-0.9,0.2,-2.5,-1.8,.,-1.4,-8.3,-0.2,-7.8,5.4
Cc1nc(NCc2ccco2)c2oc3ccccc3c2n1,0.9,10.6,-3.1,-2.3,3.6,-1.3,2.6,-10.6,2.2,.
CCN1CCN(c2nc3ccccc3nc2C(C#N)C(=O)OCc2ccccc2)CC1 (centres undefined),-3.2,-47.7,-2.6,-2.5,6.3,-3.0,3.8,47.7,-0.6,.
CCC(=O)Nc1nnc(SCC(=O)Nc2cccc(Cl)c2)s1,0.9,13.7,-6.2,-1.3,1.1,3.0,1.8,-13.7,-0.7,2.5
O=C(Nc1ccc(Nc2ccccc2)cc1)c1ccc(Cl)cc1Cl,1.0,.,.,.,.,1.7,1.2,.,.,-0.6
COc1ccc(OC)c(NC(=S)NCc2ccco2)c1,-0.7,13.6,-5.6,-0.7,2.6,-0.8,5.1,-13.6,0.6,0.6
NC(=O)[C@H]1CC2(CC(c3cccc(NC(=O)COc4ccc(Cl)cc4)c3)=NO2)CN1C(=O)Cc1ccc([N+](=O)[O-])cc1 (some centres undefined),-1.4,-55.0,-1.6,-1.9,-17.0,3.0,0.2,55.0,3.8,-3.9
CC(C(=O)N1CCN(c2ccc([N+](=O)[O-])cc2)CC1)N1C(=O)C2CC=CCC2C1=O (centres undefined),0.2,-31.3,3.5,-0.5,-3.4,3.9,1.5,31.3,.,-0.4
O=C(CSc1ccccc1)N1CCN(S(=O)(=O)c2ccccc2F)CC1,3.1,0.3,4.4,-3.7,-10.4,3.3,0.6,-0.3,-3.2,0.7
Cc1cc(C(=O)Nc2ccccc2C(=O)O)oc1C,3.6,26.9,5.5,-0.6,-2.1,2.5,3.2,-26.9,0.9,-0.1
O=C(CS(=O)(=O)c1ccc(Cl)cc1)Nc1nnc(-c2cccs2)o1,-1.2,-12.7,-0.6,-0.6,-10.7,0.6,-1.1,12.7,-1.7,-1.3
Cc1cc(C)n(-c2nc3ccccc3c(=O)n2OCc2ccc(F)cc2)n1,-4.4,-6.6,-3.4,-1.2,-17.3,2.9,0.4,6.6,-4.1,3.4
O=C(O)c1cccc(S(=O)(=O)Nc2ccc3c(c2)OCO3)c1,4.1,29.2,-7.6,-0.5,2.9,1.9,1.9,-29.2,.,.

Further results follow.
molecule,E coli growth,SR-BI DiI-HDL act,Tat transport,CAL PDZ FP-1,MITF TRPM1 HTS,AddAB inh,phage Ecoli inh,SR-BI DiI inh,CAL PDZ FP-2,Wnt bcat act
O=C(/C=C/c1ccco1)N(Cc1cccc(F)c1)C1CCS(=O)(=O)C1 (centres undefined),-0.2,22.3,-1.1,-1.3,5.7,3.0,1.8,-22.3,0.5,-2.2
CC(c1ccccc1)n1cc(C(=O)NCCCn2ccnc2)nn1 (centres undefined),0.5,12.8,4.7,0.4,-9.8,1.3,1.3,-12.8,7.3,.
C=CCN(c1ccccc1)S(=O)(=O)c1ccc(Cl)c(C(=O)OCC(=O)c2[nH]c(C)c(C(C)=O)c2C)c1,0.2,-47.3,-3.1,-0.5,3.4,0.1,-0.4,47.3,-5.6,-6.1
O=C(O)c1cccc(CSc2nc(-c3ccccc3)cc(C(F)(F)F)n2)c1,0.3,5.6,6.9,-3.7,-9.8,-0.8,4.0,-5.6,-1.7,-0.8
Cc1cc(C)n2nc(C(=O)OCC(=O)Nc3ccc4c(c3)OC(F)(F)O4)nc2n1,-2.0,4.2,-3.4,-0.2,11.5,1.6,2.0,-4.2,-7.9,.
CCOC(=O)C1=C(C)OC(N)=C(C#N)C1c1ccoc1 (centres undefined),3.0,8.0,-8.6,-0.9,0.8,4.0,1.6,-8.0,.,.
CCn1cc(C(=O)O)c(=O)c2cc(F)c(N3CCN(C(=S)NC(=O)c4ccc(OC)cc4)CC3)cc21,99.2*,-12.2,81.4*,-0.7,17.8,98.9*,101.0*,12.2,2.1,0.4
O=C(Nc1cccnc1)c1cc(-c2cccc(Cl)c2)on1,0.4,10.4,-4.2,-1.9,3.8,4.5,3.1,-10.4,-1.7,-2.3
